Screens deposited in PubChem by several laboratories.
MCL1 BIM primary: MCL1-BIM-BH3 interaction inhibition (human); Q07820; GST-MCL1 / FITC-Bim-BH3 fluorescence polarization; inhibition, % at 10.9 µM; actives 0.68% (n = 320,000); AID 2057;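 active = inhibition above the mean inhibition of all tested compounds plus 3 SD, set per campaign, cut at about 40% in these data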;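 note: 0% = DMSO wells and 100% = unlabeled Bim-BH3 peptide control; higher means more loss of mP so more displacement of Bim peptide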
Target sequence (Q07820 whole entry, looked up): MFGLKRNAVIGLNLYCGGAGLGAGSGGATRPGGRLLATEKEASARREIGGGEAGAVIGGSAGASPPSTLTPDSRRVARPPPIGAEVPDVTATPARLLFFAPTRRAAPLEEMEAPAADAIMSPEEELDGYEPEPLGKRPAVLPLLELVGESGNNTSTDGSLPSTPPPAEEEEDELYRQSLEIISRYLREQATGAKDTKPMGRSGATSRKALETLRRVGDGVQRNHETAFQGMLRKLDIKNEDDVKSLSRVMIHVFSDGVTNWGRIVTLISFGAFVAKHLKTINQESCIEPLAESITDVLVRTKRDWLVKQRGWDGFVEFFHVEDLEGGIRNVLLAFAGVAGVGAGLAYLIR
MEX-5 binding: C. elegans MEX-5 TCR-2 RNA binding activity; actives 0.38% (n = 300,000); activity score (negative = inhibition of binding), % at 10 µM; Q9XUB2; AID 1832; MEX-5/FITC-TCR2 RNA binding, fluorescence polarization; stronger effect = lower value;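 active = inhibition past about -25% in most replicates, and total fluorescence under double the plate's negative control median, limit read from the data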;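 note: 0% = DMSO and -100% = 5 µM competing unlabeled TCR2 RNA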
Target sequence (Q9XUB2 whole entry, looked up): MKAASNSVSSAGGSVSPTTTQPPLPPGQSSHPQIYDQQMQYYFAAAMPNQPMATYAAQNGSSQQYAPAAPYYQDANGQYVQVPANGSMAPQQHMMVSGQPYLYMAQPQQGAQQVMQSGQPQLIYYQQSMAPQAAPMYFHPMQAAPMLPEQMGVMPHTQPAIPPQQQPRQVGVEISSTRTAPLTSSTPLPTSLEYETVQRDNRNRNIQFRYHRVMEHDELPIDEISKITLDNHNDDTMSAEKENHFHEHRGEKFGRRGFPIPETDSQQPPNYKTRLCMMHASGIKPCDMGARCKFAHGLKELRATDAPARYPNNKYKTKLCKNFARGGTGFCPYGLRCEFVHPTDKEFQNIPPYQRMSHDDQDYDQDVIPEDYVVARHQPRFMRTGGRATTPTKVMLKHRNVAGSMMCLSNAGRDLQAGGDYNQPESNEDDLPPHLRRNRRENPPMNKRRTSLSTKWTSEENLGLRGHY
Bcl-xL primary: Bcl-xL (human) inhibition; GST-Bcl-xL / FITC-Bim BH3 peptide fluorescence polarization; inhibition, % at 10.9 µM; actives 0.7% (n = 320,000); AID 2129;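 active = inhibition above the mean of all tested compounds plus 3 SD, cutoff set per campaign, cut at about 30% in these data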;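 note: 0% = DMSO wells and 100% = unlabeled Bim-BH3 peptide competitor; inhibitors lower millipolarization by displacing the labeled peptide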
Target sequence (Q07817 whole entry, looked up): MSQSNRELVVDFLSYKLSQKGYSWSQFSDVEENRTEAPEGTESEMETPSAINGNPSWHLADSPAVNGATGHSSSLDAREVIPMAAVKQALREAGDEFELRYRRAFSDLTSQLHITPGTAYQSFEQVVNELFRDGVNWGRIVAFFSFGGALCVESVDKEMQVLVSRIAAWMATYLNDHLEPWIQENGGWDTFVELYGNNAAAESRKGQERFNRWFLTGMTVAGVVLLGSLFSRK
Efflux pump inh: inhibitors of Candida antifungal efflux pumps expressed in yeast; S. cerevisiae Candida pump triplex, Nile Red efflux; inhibition, % at 10 µM; actives 0.44% (n = 330,000); AID 485275;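 active = plate passing quality check with inhibition over a set limit, or well fluorescence over plate mean plus 4 SD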;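 note: Nile Red retained in pooled yeast measured as flow cytometry median fluorescence; 0% = buffer negative control and 100% = Enniatin B positive control; higher means more Nile Red kept so more efflux inhibition; some compounds called inactive have numbers as strong as hits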
Fam108B inh: Fam108B inhibition, counter-screen for RBBP9 inhibitors. AID 1947. recombinant Fam108B, FP-Rh probe fluorescence polarization. inhibition, % at 9.51 µM. actives 0.33% (n = 300,000);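 active = inhibition above the screen mean inhibition plus 3 SD, computed separately per campaign, cut at about 18% in these data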;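 note: inhibitors lower polarization as less probe binds the enzyme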
GRK2 inh: inhibitors of human GRK2 displacing RNA aptamer; P25098; bead flow cytometry, FAM-aptamer displacement from GRK2; inhibition of aptamer binding, % at 10 µM; actives 0.59% (n = 330,000);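 active = inhibition of aptamer binding above 40%, roughly 3 SD of noise, on plates passing a quality check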;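 note: median bead fluorescence of bound FAM aptamer so fluorescent compounds give negative values; no value below 0 was filed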
PME-1 inh: PME-1 (human) inhibition. recombinant PME-1, FP-Rh probe fluorescence polarization. inhibition, % at 5.9 µM. actives 0.53% (n = 320,000). AID 2130;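 active = inhibition above the campaign mean of all compounds plus 3 SD, cut at about 26% in these data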;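 note: competitive labeling of PME-1 active site by serine hydrolase directed probe; 0% = PME-1 with DMSO and 100% = wells lacking PME-1 enzyme; inhibitors block probe labeling so polarization falls and inhibition rises; many of its hits are not listed in these tables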
GLD-1 RNA inh: GLD-1-TGE RNA interaction inhibition (C. elegans); actives 0.44% (n = 320,000); AID 2280; inhibition, % at 5.96 µM; Q17339; purified GLD-1 + fluorescein TGE RNA, fluorescence polarization;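 active = percent inhibition above a per-plate cutoff, the plate mean of test compounds plus 3 SD, cut at about 30% in these data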;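 note: 0% = DMSO wells with GLD-1 and probe and 100% = wells lacking GLD-1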
VLA-4 inh: inhibition in a human VLA-4 binding assay. P13612. VLA-4 expressing cells, ligand binding flow cytometry. inhibition, % (about 7 µM as worked out from the volumes in the protocol). actives 0.2% (n = 330,000); in the data active = inhibition above about 50%
* marks the source's active call; other numbers are inactive results; i = inactive; . = not tested or not shown. An excerpt. The share of hits here may be higher or lower than overall.

SMILES	MCL1 BIM primary	MEX-5 binding	Bcl-xL primary	Efflux pump inh	Fam108B inh	GRK2 inh	PME-1 inh	GLD-1 RNA inh	VLA-4 inh
O=C(C1CCCN(S(=O)(=O)c2ccc(Br)cc2)C1)N1CCN(Cc2ccccc2)CC1 (stereo not given)	6	0.1	-1	0.0	0	4	10	-1	-3
CCOc1ccc(NC2=C(Cl)C(=O)N(C3CCCCC3)C2=O)cc1	5	2.9	0	-0.1	0	0	-7	-1	2
COc1ccc(CC(=O)NC(C)c2nnc(SCC(=O)Nc3cc(C)ccc3OC)n2C)cc1 (stereo not given)	-4	2.1	-1	0.2	3	1	3	-1	-13
O=C(NC1CCS(=O)(=O)C1)/C(=C/c1ccc(Cl)cc1)NC(=O)c1ccccc1 (stereo not given)	3	-1.5	5	-0.3	1	2	4	5	18
COc1ccc(CCNS(=O)(=O)c2ccc3c(c2)CC(C)N3C(C)=O)cc1OC (stereo not given)	0	-2.6	2	0.0	1	0	4	6	-10
O=C1[C@@H]2C(c3ccccc3Cl)=NO[C@@H]2C(=O)N1Cc1ccccc1	1	1.0	11	0.0	-1	1	-1	-2	7
CC1CCCCN1Cc1nc2ccccc2c(=O)[nH]1 (stereo not given)	0	3.5	0	0.4	2	0	-4	-4	7
CCNC(=S)N1CCN(c2ncccn2)CC1	8	4.6	2	0.1	0	0	-12	-1	-13
Cc1ccc(NC(=O)COC(=O)CCc2c[nH]c(=O)[nH]2)cc1	8	-13	9	0.2	3	0	-1	-2	-3
Cc1ccc(NC2=NC(c3ccc(C)cc3)n3c(nc(C)cc3=O)N2)cc1 (stereo not given)	2	1.9	3	-0.1	-5	0	-8	-2	-62
Cc1oncc1C(=O)Nc1cccc(C#N)c1	-3	-3.7	2	0.1	10	2	2	-2	-6
O=C(Nn1cnnc1)C1CCCN1S(=O)(=O)c1ccc(F)cc1 (stereo not given)	-2	-2.8	1	0.1	2	1	1	11	3
CC(C)(C)NS(=O)(=O)c1cccc(S(=O)(=O)c2cccc(S(=O)(=O)NC(C)(C)C)c2)c1	-2	.	-2	0.0	-2	3	16	3	-1
COc1ccc(NC(=O)N2c3ccccc3C(C)=CC2(C)C)cc1	4	1.0	1	0.3	-2	0	-1	3	5
O=c1c2cc(Cl)ccc2nc(-c2ccccc2)n1O	1	1.0	8	-0.2	4	0	-3	1	5
Cc1ccc(NC(=O)C2CC2C)cc1S(=O)(=O)N1CCOCC1 (stereo not given)	0	-1.0	1	0.1	0	2	4	3	21
CCCn1c(=S)[nH]c2cc(C(=O)N3CCN(C4CCCCC4)CC3)ccc2c1=O	3	-0.3	2	-0.1	6	10	-8	8	-2
COC(=O)CNc1nc(-c2ccncc2)nc2ccccc12	-3	2.2	3	0.0	1	1	2	8	-24
CC(C)N(c1ccccc1)c1ccc(NC(=O)CCl)cc1	-9	5.3	7	0.0	2	0	8	2	21
CCC(CC)C(=O)NCc1ccc2c(c1)cc(C)n2C	3	-0.2	1	-0.1	0	6	1	11	i

A stretch from further up, as a working copy:
SMILES	MCL1 BIM primary	MEX-5 binding	Bcl-xL primary	Efflux pump inh	Fam108B inh	GRK2 inh	PME-1 inh	GLD-1 RNA inh	VLA-4 inh
COC(=O)CNc1nc(-c2ccncc2)nc2ccccc12	-3	2.2	3	0.0	1	1	2	8	-24
CC(C)N(c1ccccc1)c1ccc(NC(=O)CCl)cc1	-9	5.3	7	0.0	2	0	8	2	21
CCC(CC)C(=O)NCc1ccc2c(c1)cc(C)n2C	3	-0.2	1	-0.1	0	6	1	11	i

Remaining list, next part
SMILES	MCL1 BIM primary	MEX-5 binding	Bcl-xL primary	Efflux pump inh	Fam108B inh	GRK2 inh	PME-1 inh	GLD-1 RNA inh	VLA-4 inh
N#CCCN(/N=C/c1cccnc1)C1=NS(=O)(=O)c2ccccc21	8	-2.0	8	0.0	-2	0	0	1	-1
COC(=O)c1cn(-c2ccccc2)c(C)c1C(=O)OC	-2	1.4	2	0.1	-6	0	-9	6	2
Cc1cccc(C(=O)NC2CCN(CC(=O)NCc3cccs3)CC2)c1	3	1.7	5	0.1	6	0	10	4	2
O=C(Nc1ccccc1N1CCCCC1)c1ccc(Cl)cc1	-3	-3.5	4	-0.4	7	1	0	4	3
CC(C)N(CC(N)=O)C(=O)Cc1coc2cc3c(cc12)CCC3	-14	-2.4	-1	0.1	0	0	-4	-4	.
O=C(NC1CCSc2ccccc21)c1cccc(OC(F)F)c1 (stereo not given)	5	0.4	6	-0.1	2	1	2	-2	6
O=C(O)c1ccc(Oc2cc(Oc3ccc(C(=O)O)cc3)cc([N+](=O)[O-])c2)cc1	2	2.8	2	-0.1	3	0	-3	8	2
NC(=O)N/N=C/c1ccc(-c2ccc([N+](=O)[O-])cc2)o1	-2	-2.6	-3	0.0	1	4	6	-1	2
O=C(c1cc(-c2cccs2)on1)N1CCN(c2ccccc2)CC1	-8	-0.1	-2	0.4	3	1	2	2	7
CCOC(=O)c1c(C)oc2cc(Cl)c(O)c(CN(C)C)c12	4	-0.1	1	0.1	-1	1	-2	1	0
Cc1cc(C(=O)Nc2sc3c(c2C#N)CCC(C(C)(C)C)C3)no1 (stereo not given)	-1	-0.6	-4	-0.1	3	3	5	4	5
CC(C)c1ccccc1NC(=S)NC1CCCCC1	10	1.6	8	0.1	-1	2	-5	2	6
COCc1[nH]nc2c1C(c1c(F)cccc1Cl)C(C#N)=C(N)O2 (stereo not given)	-4	2.8	-3	-0.1	-1	3	1	7	18
CS(=O)(=O)c1ccc(Cl)c(NC(=O)COC(=O)c2ccc(-n3cnnn3)cc2)c1	1	0.5	2	0.0	-2	0	-3	3	0
Cn1c(SCc2n[nH]c(=S)o2)nnc1-c1ccccc1	-3	-3.6	0	0.1	5	2	0	3	8
Cc1ccccc1CN(CC1CCC(C(=O)O)CC1)C(=S)Nc1ccccc1F (stereo not given)	4	0.2	0	0.0	-6	0	2	-1	18
Cc1cc(C)c(S(=O)(=O)/N=C2\C=C(Nc3ccc(C(=O)O)cc3)C(=O)c3ccccc32)c(C)c1	31	-1.5	24	-0.1	40*	5	15	12	-2
COC(=O)CC1C(=O)NCCN1C(=O)Nc1cccc(Cl)c1 (stereo not given)	2	-1.1	-3	-0.1	-3	0	-2	3	-2
CCOC(=O)c1cccnc1SCC(=O)NCc1ccccc1	-4	1.7	-3	0.1	0	0	1	2	21
NC(=O)C1CCN(C(=O)c2ccc3ccccc3c2)CC1	-1	-0.3	5	-0.1	0	0	-4	-1	-10
CCOC(=O)c1ccccc1NS(=O)(=O)c1ccccc1	4	-0.9	6	-0.1	3	0	6	-1	1
Cc1ccc(S(=O)(=O)N2CCCCC2)cc1C(=O)N(C)CC(=O)Nc1ccc(Cl)c(C(F)(F)F)c1	-1	3.4	2	0.0	-9	2	5	9	-4
N/C(=N\OC(=O)/C=C/c1ccccc1)c1ccc(Br)cc1	6	-0.5	-1	0.0	1	0	-8	4	-3
CCOC(=O)CCSc1nc(C)c2cc(C)ccc2n1	2	0.4	0	0.0	0	1	0	3	-10
CN(CC(=O)NCc1ccc(F)cc1)S(=O)(=O)c1ccc(Br)s1	4	-0.2	1	0.3	4	0	5	-1	-9
COc1cc(/C=N/NC(=O)c2cc(C3CC3)[nH]n2)cc(OC)c1OC	3	0.8	-1	0.0	-1	2	-2	-1	1
CCCNC(=O)C(Cc1ccc(Cl)cc1)NC(=O)c1ccc(C#N)cc1 (stereo not given)	0	.	3	-0.5	.	4	1	2	0
COc1ccc(/C=N\NC(=O)c2ccccc2F)cc1COc1ccc(F)cc1F	5	3.3	4	0.2	-23	2	-15	1	13
COc1cc(OC)cc(-c2nnc(N(C)C(=O)c3ccncc3)s2)c1	0	1.5	-2	0.0	9	0	1	6	12
CC1(c2nnc(-c3ccccc3)o2)CC(c2ccccc2)=NO1 (stereo not given)	-2	2.8	-1	.	1	.	-1	6	.
Cc1ccc(C(=O)CCC(=O)NN2C(=O)NC3(CCCCC3)C2=O)cc1	4	0.8	3	-0.1	1	1	1	-3	5
O=c1c2c(C(F)(F)F)cc(C(F)(F)F)nc2[nH]n1-c1ccccc1	3	-1.0	8	-0.1	5	0	2	5	3
CC(=O)N1c2ccc(S(=O)(=O)N3CCCC(C(=O)NCc4ccccc4)C3)cc2CC1C (stereo not given)	-2	-3.3	5	0.3	-5	6	-1	-7	-5
CCN1CCN(C(=O)C2CCN(Cc3cc(Cl)ccc3O)CC2)CC1	7	-2.7	5	0.0	1	0	-8	10	-11
FC(F)(F)C1=CC(c2ccccc2)=NCCN1	1	0.1	3	-0.2	-3	0	1	0	22
CCS(=O)(=O)c1ccc2oc(SCC(=O)N3c4ccccc4CC3C)nc2c1 (stereo not given)	1	1.4	2	0.0	1	0	-7	3	15
COc1ccc2oc(C(=O)OCC(=O)Nc3cc(S(=O)(=O)N4CCOCC4)ccc3OC)c(C)c2c1	-7	0.5	0	0.2	0	4	0	-6	-4
Cc1cccc(C)c1NC(=S)N1CCCN(C)CC1	6	2.9	6	-0.1	0	1	6	0	6
O=C(COc1ccc(Br)cc1F)NCC1(N2CCCCC2)CCCCC1	.	.	.	0.2	.	0	.	-1	0
Cc1ccccc1C(=O)Nc1ccc(S(=O)(=O)N2CC(C)OC(C)C2)cc1 (stereo not given)	6	1.9	0	0.1	1	0	-1	5	3
CN(C)C(=O)c1cc(C(=O)c2c(F)cccc2F)c[nH]1	-8	0.1	-3	0.1	-10	3	-2	-10	11
CC(=O)Nc1ccc(S(=O)(=O)N2CCNC(=O)CC2)cc1	1	1.0	4	-0.1	-4	0	-4	5	-9
CCCc1cc(=O)[nH]c(SCC(=O)c2cc(C)n(C)c2C)n1	1	-0.9	-3	0.1	-3	1	0	-1	19
CCOC(=O)/C=C/c1ccc(C(F)(F)F)cc1S(=O)(=O)NC(C)(C)C	2	-1.0	-3	0.1	-1	1	3	0	-8
CCOc1ccccc1N1CCN(C(=O)CCCc2nc3ccccc3s2)CC1	6	2.7	5	0.2	1	0	4	7	2
CN(CC(=O)NC1CC1)S(=O)(=O)c1ccc(F)cc1	-3	0.0	4	0.0	-1	3	-8	-2	5
CN(Cc1ccccc1)C(=O)c1ccc([N+](=O)[O-])o1	-6	0.8	0	0.1	-1	0	5	-10	3
Cc1cc(Cl)c(OCCCn2ccnc2)c(Br)c1	-3	2.4	6	16*	0	0	-7	-1	2
CCCNC1=CC(=O)CC(C)(C)C1	-16	-0.3	-10	0.4	-8	0	-2	-7	15
CCCCCCn1c(CN2CCCC(C)C2)nc2c1c(=O)n(C)c(=O)n2C (stereo not given)	5	-0.5	0	0.1	-4	0	4	9	22
CC1CN(CCS(=O)(=O)c2cc(Cl)ccc2Cl)CC(C)O1 (stereo not given)	-6	-0.2	2	0.0	2	3	2	2	5
NC(=O)Oc1cccc(OC(N)=O)c1	1	-0.6	1	0.1	0	0	-4	-2	4
CS(=O)(=O)Nc1ccccc1C(=O)Nc1cccc(Cl)c1	8	0.6	7	-0.1	4	2	-1	3	-18
NC(=O)c1ccccc1NC(=O)CC12CC3CC(CC(C3)C1)C2	2	-1.8	-1	-0.1	0	2	-2	7	20
O=C1c2cnc3nc(SCc4ccc(Cl)cc4)nn3c2CC2c3ccccc3CCN12 (stereo not given)	14	-1.1	11	-0.1	2	0	-12	0	-15
CN(C)CCCN(C(=O)c1ccc(Cl)s1)c1nc2cc3c(cc2s1)OCO3	2	-5.1	4	0.1	2	0	3	-1	10
